Screens: PubChem BioAssay, National Center for Advancing Translational Sciences (NCATS)
APEX1 inh – qHTS Assay for Inhibitors of the Human Apurinic/apyrimidinic Endonuclease 1 (APE1); DNA repair nuclease/redox regulator APEX1 (Homo sapiens), P27695; recombinant APE1, TAMRA/BHQ-2 abasic DNA cleavage fluorescence; Potency, µM (top dose mostly 65.8 µM), for inactives: at the highest dose activity change, negative = inhibition, hits mostly inhibitors; 350,000 compounds, 0.35% hits; AID 2517, 2012;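 further: potency means the concentration at half of the fitted maximal effect; plate controls were vehicle for no effect and reference inhibitor for full effect; nearly all actives have a fitted effect of over 55% in size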
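Readout is kinetic fluorescence (ex 525, em 598 nm) from cleavage of 50 nM TAMRA/BHQ-2 THF abasic duplex by 0.75 nM APE1, compound added 15 min beforehand at RT.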
ERG-DNA inh – qHTS for Small Molecule Inhibitors of the ERG Ets/DNA interaction. Transcriptional regulator ERG (Homo sapiens), P11308. fluorescence polarization, His-ERG Ets domain / labelled DNA. 370,000 compounds, 0.028% hits. AID 624246, 2012. Potency, µM (series often up to 76.9 µM), without a hit: at the top dose FP activity, negative = inhibition, usual class: inhibitors; active means well fitted inhibition curve with a large enough effect in the polarisation, with a control signal flat; inconclusive means small, poorly fitted or top-dose-only effect, or effect the other way, or a change in a side signal; inactive means no such curve, though single readings can be large or run the other way; the % refers to the polarisation;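 further: polarization taken with two DNA probes labelled with fluorescein and Texas red; potency means the concentration at half of the fitted maximal effect; % of control where 0% means no effect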
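His-tagged ERG Ets domain (1 uM in the protein solution; 300mM KCl, 50mM Tris-HCl, 1mM EDTA, 1mM DTT, pH 7.5) received compound, then a probe mix of 5 nM fluorescein-DNA and 100nM Texas-615-DNA. Fluorescence polarization was read for both dyes.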
ALOX12 inh – Primary qHTS assay for inhibitors of human arachidonate 12S-lipoxygenase (ALOX12): Round 2 | Polyunsaturated fatty acid lipoxygenase ALOX12 (Homo sapiens), P18054 | purified 12hLO, xylenol orange hydroperoxide absorbance | Potency, µM (top dose mostly 108 µM), inactives show top-dose activity change, negative = inhibition, hits mostly inhibitors | 580,000 compounds, 1.1% hits; further: potency means the concentration at half of the fitted maximal effect; on the % scale 0 is the no-effect control and ±100 the full control effect
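Hydroperoxide product was detected by ferrous iron/xylenol orange as the 573 to 405 nm absorbance ratio. Arachidonic acid at 40 uM (final) was turned over for 30 min at room temperature by 150 nM human 12hLO, pH 7.0 Hepes buffer, after 15 min compound preincubation.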
BLM helicase inh – qHTS Assay for Inhibitors of Bloom's syndrome helicase (BLM). RecQ-like DNA helicase BLM (Homo sapiens), P54132. recombinant BLM DNA unwinding, fluorescence dequenching. Potency, µM (top dose mostly 56.1 µM), for inactives: top-dose activity change, negative = inhibition, usual class: inhibitors. 350,000 compounds, 0.2% hits;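 further: potency means the concentration at half of the fitted maximal effect; plate controls were vehicle for no effect and no enzyme for full effect; nearly all actives have a fitted effect of over 35% in size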
Target sequence (P54132 whole entry, looked up): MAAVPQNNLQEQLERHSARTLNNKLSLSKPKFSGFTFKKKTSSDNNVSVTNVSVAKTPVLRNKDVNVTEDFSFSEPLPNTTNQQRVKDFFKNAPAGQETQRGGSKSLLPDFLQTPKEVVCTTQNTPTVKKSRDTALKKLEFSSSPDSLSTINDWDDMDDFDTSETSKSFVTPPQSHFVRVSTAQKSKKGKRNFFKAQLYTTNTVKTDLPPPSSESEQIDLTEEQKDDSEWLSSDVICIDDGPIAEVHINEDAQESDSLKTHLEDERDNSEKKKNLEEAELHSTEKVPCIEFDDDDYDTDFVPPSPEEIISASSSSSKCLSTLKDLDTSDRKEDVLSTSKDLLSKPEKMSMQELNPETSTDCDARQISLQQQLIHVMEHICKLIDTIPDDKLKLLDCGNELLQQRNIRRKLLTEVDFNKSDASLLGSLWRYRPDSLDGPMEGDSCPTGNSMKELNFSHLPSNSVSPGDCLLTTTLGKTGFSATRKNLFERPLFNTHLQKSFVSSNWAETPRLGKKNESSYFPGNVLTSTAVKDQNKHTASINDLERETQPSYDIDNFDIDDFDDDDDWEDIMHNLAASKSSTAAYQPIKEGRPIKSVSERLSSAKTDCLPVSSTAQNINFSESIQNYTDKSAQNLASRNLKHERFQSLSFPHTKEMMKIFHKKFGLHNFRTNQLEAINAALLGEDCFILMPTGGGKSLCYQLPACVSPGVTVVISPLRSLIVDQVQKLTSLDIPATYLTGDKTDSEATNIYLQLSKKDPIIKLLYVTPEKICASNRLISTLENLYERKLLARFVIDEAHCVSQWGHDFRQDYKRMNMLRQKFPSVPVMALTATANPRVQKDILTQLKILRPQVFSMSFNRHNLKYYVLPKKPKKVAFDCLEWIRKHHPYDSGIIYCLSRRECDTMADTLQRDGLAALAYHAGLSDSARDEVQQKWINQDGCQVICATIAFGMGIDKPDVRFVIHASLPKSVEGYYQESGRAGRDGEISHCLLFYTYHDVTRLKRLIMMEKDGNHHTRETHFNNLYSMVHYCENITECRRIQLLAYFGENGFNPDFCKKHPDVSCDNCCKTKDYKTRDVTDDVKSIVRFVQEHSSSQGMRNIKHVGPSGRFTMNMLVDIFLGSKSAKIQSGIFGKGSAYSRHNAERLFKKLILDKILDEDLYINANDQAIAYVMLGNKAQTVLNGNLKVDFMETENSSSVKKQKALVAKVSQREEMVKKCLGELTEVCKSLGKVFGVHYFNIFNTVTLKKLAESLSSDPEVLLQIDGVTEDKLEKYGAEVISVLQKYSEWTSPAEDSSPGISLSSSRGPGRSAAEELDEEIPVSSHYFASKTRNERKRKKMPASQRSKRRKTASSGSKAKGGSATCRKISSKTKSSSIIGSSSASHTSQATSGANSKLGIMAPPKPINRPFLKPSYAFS
Pol iota inh – qHTS for Inhibitors of Polymerase Iota | DNA polymerase iota (Homo sapiens), Q9UNA4 | Pol iota fluorescent replication assay, 10 min | Potency, µM (titrated, usually from 115 µM), without a hit: at the top dose activity, negative = inhibition, actives largely listed as inhibitors | 390,000 compounds, 1% hits | AID 588590, 2011; further: potency means the concentration at half of the fitted maximal effect
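Fluorescent replication assay read twice, at 0 min and 10 min after adding 50 nM (final) substrate. Enzyme (10 nM) and compounds were first incubated 15 min at room temperature; enzyme-free buffer wells were negative controls.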
Anesthetic bind – qHTS Assay for Identification of Novel General Anesthetics; AID 485281, 2010; Potency, µM (top dose mostly 77.5 µM), for the others: top-dose activity change, negative = displacement, actives largely listed as inhibitors; 350,000 compounds, 0.074% hits; apoferritin/1-aminoanthracene competitive binding, fluorescence; Ferritin light chain (Equus caballus), P02791; further: potency means the concentration at half of the fitted maximal effect; on the % scale 0 is the no-effect control and ±100 the full control effect; nearly all actives have a fitted effect of over 20% in size
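Horse-spleen apoferritin (10 uM) was mixed with 50% saturated 1-aminoanthracene in PBS, exposed to compounds for 10 min at room temperature, and read for fluorescence (ex 380 nm, em 535 nm). Competitive displacement was fitted with a four-parameter Hill equation.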
POLB inh – qHTS Assay for Inhibitors of DNA Polymerase Beta | P06746 | Pol beta primer extension/strand displacement, fluorescence kinetic | Potency, µM (top dose mostly 114 µM), inactives show at the highest dose activity change, negative = inhibition, usual class: inhibitors | 340,000 compounds, 1.3% hits | AID 485314, 2010; further: potency means the concentration at half of the fitted maximal effect; on the % scale 0 is the no-effect control and ±100 the full control effect
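Pol beta (10 nM) and compounds were preincubated 15 min at room temperature, then 50 nM substrate (final) started primer extension/strand displacement. Reads were taken at 0 and 10 min; concentration-response data were fitted to a four-parameter Hill equation.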
POLK inh – qHTS for Inhibitors of Polymerase Kappa; 400,000 compounds, 0.53% hits; Potency, µM (doses to about 107 µM), without a hit: top-dose activity, negative = inhibition, hits mostly inhibitors; purified Pol kappa, fluorescent DNA synthesis assay, 10 min; further: potency means the concentration at half of the fitted maximal effect; on the % scale 0 is the no-effect control and ±100 the full control effect
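Kinetic fluorescence readout at 0 and 10 min followed reaction start with substrate at 50 nM final. Beforehand, enzyme (10 nM Pol kappa) stood 15 min with compound at room temperature; buffer-only wells were negative controls.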
TRHR ag – qHTS for Small Molecule Agonists and Allosteric Enhancers of Human TRH Receptor: Primary Screen for Agonists; Thyrotropin-releasing hormone receptor (Homo sapiens), P34981; TRHR cells, calcium flux fluo-8, FDSS agonist mode; activation, % at 2 µM; 360,000 compounds, 0.18% hits; AID 493084, 2011; in the data active means activation above about 30%; further: 0% is about no effect
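In this calcium-flux screen, cells bearing human TRHR are dye-loaded with fluo-8, baselined for 10 cycles, then exposed to library compounds; positive kinetic calcium responses during the agonist phase mark hits, with TRH as control.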
* = called active by the depositor; i = inactive; ? = inconclusive; . = not tested or not shown; & = joins results of further samples; [ ] = dose if it differs, or a comment. Unless noted, the call rests on the fitted dose curve; in most records, active means well fitted curve in the direction sought with a large enough effect; inconclusive means small, poorly fitted or top-dose-only effect, or another doubt; inactive means no such curve, though single readings can be large; an effect the other way counts as inactive or inconclusive.

SMILES	APEX1 inh	ERG-DNA inh	ALOX12 inh	BLM helicase inh	Pol iota inh	Anesthetic bind	POLB inh	POLK inh	TRHR ag
COCc1cc(=O)[nH]c(/N=C(\N)Nc2ccccc2C)n1	-9%	-4%	0%	-1%	10%	-9%	0%	4%	0.5
CCC(C)[C@H](NC(=O)Nc1cccc(Br)c1)C(=O)OC (stereo not given in full)	21%	5%	-21%	-10%	12%	-20%	41%[activator]	0%	-0.3
CCN(Cc1ccc(OC)cc1)c1ccc(-c2nc(-c3ccncc3)no2)cc1[N+](=O)[O-]	.	-5%	-3%	-3%	9%	-19%	17%	-13%	-0.4
O=C(C1=NN(c2ccccc2)C2C(=O)N(c3ccccc3Cl)C(=O)C12)c1ccccc1 (stereo not given)	6%	-7%	-19%	-11%	84%[activator]	710%[activator]	-2%	1%	58*
COc1ccc(NC(=O)Nc2ccc3c(c2)C(=O)N([C@H](C)CO)C[C@H](C)[C@@H](CN(C)C(=O)NC2CCCCC2)O3)cc1	-9%	-3%	0%	.	17%	.	.	7%	.
Cc1cc(=O)n(Cc2cccc(Cl)c2)c2c1c(C)nn2C	.	1%	-27%	-10%	20%	-9%	1%	-20%	-0.2
COc1cc(NS(=O)(=O)c2ccc(F)cc2)c(OC)cc1NC(C)=O	-4%	-2%	0%	0%	14%	-10%	10%	2%	-0.3
COc1ccc(/C=N/NC(=O)c2ccn[nH]2)cc1CN1CCOCC1	2%	-11%	153%[activator]	-7%	-9%	-2%	22%	-2%	-0.4
CCN(CC)c1ccc(NC(=O)c2sc3nc4c(cc3c2N)CN(C)CC4)cc1	.	0%	?	-3%	14%	-2%	0%	1%	-0.2
CC(C)N(Cc1nc(-c2ccccc2)no1)C(=O)CN1C(=O)c2ccccc2C1=O	6%	-1%	21%	3%	8%[58.9 µM]	-18%	6%	-4%	0.6
Cc1ccc(-c2ccc(OC(=O)c3ccc(=O)[nH]c3)c(C)c2)cc1	15%	-3%	?	-9%	-12%	-19%	15%	3%[60.1 µM]	-0.1
CCOC(=O)Cn1nnc(-c2cccc(OC)c2)n1	18%	.	-9%	-3%	3%	-15%	20%	-10%	-0.2
Cc1ccc(C)c(N2CCN(C(=O)c3cccc(-n4c(C)nc5cccnc54)c3)CC2)c1	.	5%	9%	-2%	0%	43%[activator]	18%	-6%	1.6
CNC(=O)c1cc(S(=O)(=O)NC2CCCCCC2)ccc1C	11%	5%	0%	0%	11%	-6%	-1%	1%	-0.1
O=C(Nc1ccccc1)N(Cc1cccs1)c1ccc(F)cc1	.	7%	0%	-4%	19%	-4%	6%	0%	1.4

As a short view, part of the list above.
SMILES	APEX1 inh	ERG-DNA inh	ALOX12 inh	BLM helicase inh	Pol iota inh	Anesthetic bind	POLB inh	POLK inh	TRHR ag
Cc1ccc(C)c(N2CCN(C(=O)c3cccc(-n4c(C)nc5cccnc54)c3)CC2)c1	.	5%	9%	-2%	0%	43%[activator]	18%	-6%	1.6
CNC(=O)c1cc(S(=O)(=O)NC2CCCCCC2)ccc1C	11%	5%	0%	0%	11%	-6%	-1%	1%	-0.1
O=C(Nc1ccccc1)N(Cc1cccs1)c1ccc(F)cc1	.	7%	0%	-4%	19%	-4%	6%	0%	1.4

Next part
SMILES	APEX1 inh	ERG-DNA inh	ALOX12 inh	BLM helicase inh	Pol iota inh	Anesthetic bind	POLB inh	POLK inh	TRHR ag
C=CCOc1ccccc1/C=C/C(=O)O	-7%	5%	?	1%	13%	-14%	27%	2%	1.8
COc1ccccc1N1CCN(CCN(C(=O)C2CCCCC2)c2ccccn2)CC1	-15%&-7%	9%&-2%	?	.	-3%	.	19%[57.1 µM]	-4%	-0.6
O=C(COc1ccc(S(=O)(=O)NC2CCCCC2)cc1)N1CCN(c2ccc(F)cc2)CC1	8%	3%	8%	-7%	20%	-4%	0%	-1%	0.7
O=C(NCCc1ccc(F)cc1)C(=O)NCC(c1ccc2c(c1)OCO2)N1CCOCC1 (stereo not given)	.	-1%	-3%	0%	?	-21%	30%	-3%[60.1 µM]	0.3
COc1ccc(C)cc1CN1C(=O)c2ccccc2C1=O	28%	-6%	0%	-4%	14%	-15%	-1%	-4%	-0.8
CCOc1ccc(S(=O)(=O)Nc2cc(NS(=O)(=O)c3ccc(OCC)cc3)cc(C(=O)O)c2)cc1	?	12%	21%	.	?	.	.	79µM*	.
COc1ccc(NC(=O)CN(C)CC(=O)Nc2cccc(C(C)=O)c2)cc1	4%	22%	-14%	-3%	-15%	-15%	15%	7%	-0.3
CC(C)(C)c1csc(NC(=O)c2ccc(Br)o2)n1	0%	0%	-30%	-5%	10%	?	-15%	3%	1.9
COc1cccc(N2CCN(Cc3nc(N)nc(Nc4ccccc4)n3)CC2)c1	2%	1%	0%	-2%	19%	-2%	-3%	-4%	-1.2
Cc1cccc(NS(=O)(=O)c2ccc(-c3cnc(C4CC4)o3)cc2)c1C	17%	20%	-19%	-9%	?	-2%	-17%	-18%	0.9
COC(=O)Cn1ncn2c(cc3oc(C)cc32)c1=O	23%	-1%	-5%	-2%	14%	-10%	7%	-3%	0.0
Cc1cc(C)n(-c2ccc(NC(=O)C3CCCCN3C(=O)c3occc3C)cc2)n1 (stereo not given)	1%	-8%	0%	-1%	0%	-5%	5%	14%	0.9
CCCNC(=O)CCNC(=O)[C@H](O)C(C)(C)CO	6%	-14%	13%	.	5%	.	.	-2%	.
Cc1cc(C)n2cc(CSCc3ccco3)nc2n1	-2%	-2%	-13%	-4%	?	-12%	3%	-30%	0.1
O=C(O)COc1ccccc1/C=N/NC(=O)CN1CCN(Cc2ccccc2Cl)CC1	-4%	-6%	12%	-3%	-2%	-9%	-1%	-9%	0.0
O=C(NCCO)c1ccc2nc(-c3ccco3)c(-c3ccco3)nc2c1	?	22%	?	-27%	2.5µM*	178%[activator]	50µM*	25µM*	0.2
Cc1ccc(S(=O)(=O)c2nc(-c3ccccc3Br)oc2N(C)C)cc1	.	4%	36%	.	7%	.	.	-8%	.
CCOc1ccc(OCc2ccc(C(=O)N3CCCC3)o2)cc1	4%	.	9%[57.4 µM]	1%	-9%	-13%	2%	-4%	-1.2
CC1CCCCC1NC(=O)/C(C#N)=C/c1ccc(OCC(N)=O)cc1 (stereo not given)	3%	?	9%	4%	10%	-9%	2%[57.1 µM]	5%	0.0
COC(=O)c1ccc(/C=C/C(=O)OCC(=O)Nc2cc(C)on2)cc1	-17%	-3%	-4%	.	12%	.	.	0%	.
Cc1nn(-c2ncc(C(F)(F)F)cc2Cl)c(=O)n1-c1c(F)cccc1F	1%	4%	-5%	-4%	13%	-16%	4%	-8%	0.1
CCC(=O)Nc1ccc2nc(SCC(=O)N3CCCC3)sc2c1	0%	5%	24%	1%	10%	1%	1%	-6%	0.6
CCOc1ccc(CCNC(=O)c2cc3c(=O)n(C)c4ccccc4c3n2C)cc1OCC	.	-5%	-22%	-5%	12%	-8%	7%	-14%	0.1
COc1ccc(-c2cccc(NS(=O)(=O)c3ccccc3[N+](=O)[O-])c2)nn1	0%	-1%	2%	.	-2%	.	.	-6%	0.6
CCNc1nc(NC(C)C)nc(OCCOC(=O)Nc2ccccc2)n1	9%	.	24%	1%	-9%	-8%	16%	-9%	0.1
CC(=O)NCCCC(=O)NC(CCC(=O)OCc1ccccc1)C(=O)OCc1ccccc1 (stereo not given)	20%	-2%	1%	-8%	5%	-3%	7%	2%	-0.6
COc1cc(/C=C2\NC(=S)NC2=O)ccc1OCc1cccc(C(=O)O)c1	-13%	-7%	-20%	0%	?	-12%	?	?	0.4
CC(=O)Nc1cc(NC(C)=O)cc(C(=O)OCC(=O)c2ccc3c(c2)OCO3)c1	28%	22%	-9%	.	?	.	.	-4%	-1.5
Cc1ccc(C)c(CSc2c(C(C)C)cnc3c2c(=O)n(C)c(=O)n3C)c1	.	5%	-19%	-8%	-9%	47%[activator]	4%	-12%[60.1 µM]	-0.5
CC(C)C[C@H](NC(=O)[C@H](Cc1ccccc1)NC(=O)[C@H](Cc1ccccc1)NC(=O)[C@@H](N)CO)C(=O)N[C@@H](CCCN=C(N)N)C(=O)N[C@@H](CC(N)=O)C(=O)O	0%	.	.	-1%	.	-9%	.	10%[60.1 µM]	.
COc1cc(C(=O)Oc2cccc(C)c2)cc(OC)c1OC	-3%	3%	i	-2%	14%	-22%	21%	-2%	-0.1
Nc1c(S(=O)(=O)c2cccc(Cl)c2)c2nc3ccccc3nc2n1/N=C/c1ccc(O)c(O)c1	-6%	.	.	-21%	.	?	-11%	.	0.8
Cc1ccc2c(CC(=O)Nc3c(C(=O)c4ccc(F)cc4)oc4ccccc34)coc2c1C	.	4%	-12%	3%	11%	-9%	12%	-14%	-1.0
Cc1cc(Nc2ccccc2)nc2cc(O)ccc12	-1%	-6%	?	4%	-5%	-7%	-24%	-20%	1.0
COc1ccc(S(=O)(=O)Nc2ccc3c(c2)OCO3)cc1C	-2%	.	-1%	-4%	6%	-14%	3%	-5%	-0.4

A portion of the library; count on the stated rates, not on these rows.
